Screens as filed in PubChem BioAssay.
Caspase-1 inhib: allosteric or competitive inhibitors of human caspase-1; P29466; Caspase-1 enzyme, Ac-WEHD-AFC fluorogenic rate; Potency, µM (top dose mostly 57.5 µM), for inactives: at the top dose activity change, negative = inhibition, actives largely listed as inhibitors; 75,000 tested, 0.03% active; AID 900;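 note: potency is the fitted concentration of half-maximal effect; plate controls were vehicle for no effect and no substrate for full effect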
Target sequence (P29466 120-297 limits assumed): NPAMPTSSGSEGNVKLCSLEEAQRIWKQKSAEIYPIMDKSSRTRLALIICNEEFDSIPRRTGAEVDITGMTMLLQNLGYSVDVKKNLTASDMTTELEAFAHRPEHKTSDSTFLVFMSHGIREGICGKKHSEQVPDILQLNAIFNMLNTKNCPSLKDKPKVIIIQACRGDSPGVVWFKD
Target sequence (P29466 317-404 limits assumed): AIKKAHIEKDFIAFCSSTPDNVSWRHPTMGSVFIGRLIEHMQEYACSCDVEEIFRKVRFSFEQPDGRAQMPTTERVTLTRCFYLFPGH
Texas Red fluor: compound fluoresces in the Texas Red spectral region; Compound fluorescence, Texas Red channel, 547/618 nm; hits give high values; max dye-equivalent concentration, M; 59,000 tested, 0.06% active; in the data active = max dye-equivalent concentration above about 10 nM; inconclusive = between about 1.1 nM and that limit
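Pin-transferred compounds and Texas Red standards go into 100 mM Tris buffer, pH 8.0. After 15 min at room temperature, plates are imaged with 547/618 nm filters. Each value is a dye-equivalent concentration derived from the per-plate dye curve.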
ERK AVP inh: blocks ERK signaling stimulated by vasopressin; HEK293-V1b, vasopressin-stimulated pERK AlphaScreen; Potency, µM (series often up to 57.5 µM), without a hit: at the top dose activity, negative = inhibition, hits mostly inhibitors; 72,000 tested, 0.99% active; AID 995; note: potency is the fitted concentration of half-maximal effect; % is set by controls: 0 for no effect and ±100 for the full control effect; nearly all actives have a fitted effect of over 55% in size
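Phosphorylated ERK1/2 detected via AlphaScreen bead proximity in lysates of V1b-expressing HEK293 cells given 25 nM vasopressin for 5 min after 30 min compound exposure (37 °C). AC50 from Hill equation; basal DMSO 0%, vasopressin 100%.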
Caspase-7 inhib: caspase-7 (human) inhibition, allosteric or competitive; recombinant caspase-7, Ac-DEVD-AFC fluorescence rate; Potency, µM (doses to about 57.5 µM), without a hit: at the top dose activity change, negative = inhibition, usual class: inhibitors; 75,000 tested, 0.02% active; active = well fitted inhibition curve with a large enough effect in the main read-out, with a control signal flat, not every such curve was filed as active; inconclusive = small, poorly fitted or top-dose-only effect, or a change in a side signal; note: potency is the fitted concentration of half-maximal effect; % of control where 0% means no effect
Target sequence (P55210 24-198 limits assumed): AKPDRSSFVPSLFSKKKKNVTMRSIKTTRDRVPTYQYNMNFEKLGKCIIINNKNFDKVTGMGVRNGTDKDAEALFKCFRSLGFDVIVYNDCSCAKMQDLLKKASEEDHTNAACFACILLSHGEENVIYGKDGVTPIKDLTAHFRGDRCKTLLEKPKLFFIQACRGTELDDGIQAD
Target sequence (P55210 207-303 limits assumed): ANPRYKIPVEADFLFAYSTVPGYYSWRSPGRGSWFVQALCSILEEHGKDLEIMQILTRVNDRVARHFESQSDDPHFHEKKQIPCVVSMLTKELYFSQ
USP2a inhib: USP2a (human) protease inhibition; USP2a enzymatic assay, qHTS inhibition; 60,000 tested, 0.1% active; O75604; Potency, µM (series often up to 38.3 µM), for inactives: at the top dose activity change, negative = inhibition, hits mostly inhibitors;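 note: potency is the fitted concentration of half-maximal effect; nearly all actives have a fitted effect of over 60% in size; plate controls were DMSO for no effect and NEM full inhibition control for full effect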
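Inhibition is measured in a cell-free coupled assay with 20 nM USP2 core, 20 nM Ub-PLA2 and 20 uM NBD C6-HPC, 2.5 h incubation. Activity normalized to NEM control.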
Rhodamine autofl: compound autofluorescence in rhodamine spectral region; Rhodamine-region fluorescence, 547/598 nm, Tris buffer; hits give high values; max dye-equivalent concentration, M; 59,000 tested, 0.05% active; in the data active = max dye-equivalent concentration above about 11 nM; inconclusive = between about 1.1 nM and that limit
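Read-out is relative fluorescence at 547 nm excitation and 598 nm emission, expressed as dye-equivalent concentration using rhodamine standards on every plate. Each compound was profiled across a concentration series after 15 min in 100 mM Tris, pH 8.0.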
HEK293 cAMP ctrl: counter-screen for TSHR agonists: cAMP increase in parental HEK293. parental HEK293 CNG cAMP sensor, membrane potential fluorescence. Potency, µM (titrated, usually from 57.1 µM), without a hit: top-dose activation, hits mostly activators. 73,000 tested, 2.5% active. AID 938; note: potency is the fitted concentration of half-maximal effect; % of control where 0% means no effect; nearly all actives have a fitted effect of over 55% in size
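Counterscreen for endogenous-receptor signalling: CNG-channel HEK 293 cells report cAMP rise by membrane depolarization. After 60 min dye equilibration with 100 uM RO 20-1724, compounds incubated 30 min before bottom-read fluorescence at 590 nm.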
Fluorescein autfl: fluorescein region autofluorescence | Compound autofluorescence, 480/540 nm, fluorescein-equivalent; hits give high values | max fluorescein-equivalent concentration, M | 59,000 tested, 0.91% active | AID 593; in the data active = max fluorescein-equivalent concentration above about 10 nM; inconclusive = between about 1.1 nM and that limit
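Normalized response (dye-equivalent concentration) derives from comparing each well's 540 nm emission, under 480 nm excitation, with plate-resident fluorescein standards. Compounds were held in 100 mM Tris, pH 8.0, for 15 min at room temperature.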
FLuc inh: firefly luciferase inhibition; P08659; purified firefly luciferase, luminescence, 8 min; Potency, µM (top dose mostly 57.1 µM), for inactives: at the highest dose activity change, negative = inhibition, usual class: inhibitors; 72,000 tested, 2.2% active; note: potency is the fitted concentration of half-maximal effect; % is set by controls: 0 for no effect and ±100 for the full control effect; nearly all actives have a fitted effect of over 40% in size
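Here, luciferase activity is measured as luminescence following an 8 min room-temperature reaction at 10 uM ATP, pH 7.2. Every library sample is titrated.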
HADH2 inh: blocks human hydroxyacyl-CoA dehydrogenase type II | Q99714 | recombinant HADH2, NADH fluorescence, beta-hydroxybutyryl-CoA | Potency, µM (highest dose often 57.1 µM), without a hit: at the top dose activity change, negative = inhibition, hits mostly inhibitors | 73,000 tested, 3.4% active; note: potency is the fitted concentration of half-maximal effect; % is set by controls: 0 for no effect and ±100 for the full control effect; nearly all actives have a fitted effect of over 60% in size; many of its hits are not listed in these tables
Target sequence (Q99714 whole entry, looked up, one chain of several): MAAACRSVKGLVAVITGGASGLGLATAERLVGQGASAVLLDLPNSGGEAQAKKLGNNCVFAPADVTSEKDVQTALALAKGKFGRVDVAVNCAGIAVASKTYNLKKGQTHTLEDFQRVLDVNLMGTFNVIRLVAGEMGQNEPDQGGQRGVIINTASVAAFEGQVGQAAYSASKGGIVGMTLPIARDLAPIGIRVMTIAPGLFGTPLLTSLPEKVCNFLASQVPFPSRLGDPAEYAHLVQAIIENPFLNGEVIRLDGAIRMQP
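E. coli-expressed His-tagged HADH2 tested at 20 nM in alkaline Tris buffer (pH 9.0); oxidation of 90 uM beta-hydroxybutyryl-CoA with 1 mM NAD+ tracked fluorimetrically for 4 min.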
Tau fil binding: tau filament binding; P10636; recombinant tau filaments, thioflavin S fluorescence, 15 h; filaments grown with octadecylsulfate alongside compound; Potency, µM (titrated, usually from 57.1 µM), without a hit: at the top dose activity change, negative = inhibition; 71,000 tested, 2% active;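 note: potency is the fitted concentration of half-maximal effect; % is set by controls: 0 for no effect and ±100 for the full control effect; actives lower thioflavin S fluorescence by blocking filaments or displacing dye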
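ThS-based fibril read: tau 1 uM final, inducer ODS 30 uM final, 37 C for 15 h, ex 450/em 510 nm.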
* = called active by the depositor; i = inactive; ? = inconclusive; nt = not tested or not shown; [ ] = another dose, or the depositor's remark. Unless noted, calls come from the whole dose curve; as a rule, active = well fitted curve in the direction sought with a large enough effect; inconclusive = small, poorly fitted or top-dose-only effect, or another doubt; inactive = no such curve, though single readings can be large; an effect the other way counts as inactive or inconclusive. A portion of the library, so the mix of outcomes need not match the whole.

molecule | Caspase-1 inhib | Texas Red fluor | ERK AVP inh | Caspase-7 inhib | USP2a inhib | Rhodamine autofl | HEK293 cAMP ctrl | Fluorescein autfl | FLuc inh | HADH2 inh | Tau fil binding
CSc1nnc(NC(=O)C2CCCCC2)s1 | -5% | nt | nt | -1% | nt | nt | 14% | nt | 0% | 4% | 5%
Cn1nc(CC(=O)Nc2ccc3c(c2)CCC3)c2ccccc2c1=O | 0% | ? | 17% | -1% | -6% | i | 30% | ? | 2% | 8% | -5%
CSc1nc(C)c(Cl)c(C)c1C#N | -1% | i | 6% | 2% | 0% | i | ? | i | 3% | 1% | 2%
CC(C)CN(CC#N)CC(C)C | -5%[11.5 µM] | i | ? | 1%[11.5 µM] | nt | i | 0%[11.4 µM] | ? | 2%[11.4 µM] | 8%[11.4 µM] | 7%[11.4 µM]
O=C(NCC(c1cccnc1)N1CCOCC1)c1cccs1 (configuration not stated) | 1% | i | 0% | 3% | 4% | i | 7% | i | -1% | 3% | 5%
CC(C)CCNC(=O)CCn1nc(-c2ccccc2)ccc1=O | 2% | i | -20% | 4% | 1% | i | 3% | ? | 2% | -1% | 8%
COc1cccc(-n2c(SCC(=O)Nc3cc(C)on3)nc3ccccc3c2=O)c1 | -3% | i | 1% | -2% | 30%[activator] | i | ? | ? | -1% | 1% | 6%
Cc1ccc(NC(=O)C2CCCN2C(=O)Oc2ccccc2)cc1 (configuration not stated) | 1% | i | 4% | 1% | -3% | i | -4% | i | 2% | 13% | 8%
C(/C=C\c1ccccc1)=Nc1ccc2c(c1)Cc1ccccc1-2 | -1%[11.5 µM] | i | 1%[11.5 µM] | 1%[11.5 µM] | nt | i | -2%[11.4 µM] | i | -1%[11.4 µM] | -1%[11.4 µM] | -7%[11.4 µM]
CCN1CCCC1CNC(=O)c1cc(S(=O)(=O)CC)c(N)cc1OC (configuration not stated) | -1% | nt | 5% | 0% | nt | nt | -57%[inhibitor] | nt | nt | 9% | nt
COc1cc(OC)c(NC(=O)Nc2ccc(OC)c(OC)c2)cc1Cl | 2% | ? | -15% | 1% | 22% | i | -11% | ? | -2% | 18% | -4%
COc1ccc(-c2noc(COc3ccc4ccccc4c3Br)n2)cc1OC | -2% | i | -8% | 1% | 6% | i | 16% | i | 0% | 2% | -13%
CC(C)OCCCNC(=O)c1ccc(NC(=O)C2CCCO2)cc1 (configuration not stated) | 0% | i | 5% | 0% | 4% | i | 0% | i | 0% | 7% | -4%
COc1ccc(NC(=O)CSc2nnc(Cn3c(=O)sc4ccccc43)n2C)c(OC)c1 | -1% | nt | -13% | -3% | nt | nt | 3% | nt | -1% | -1% | 2%
Cc1nc2ccccn2c1C(=O)NC1CCCCC1 | 1% | nt | -7% | 1% | -3% | nt | 9% | nt | -7% | -6% | 6%
FC(F)(F)c1ccccc1-c1cc(NCCN2CCOCC2)ncn1 | 0% | i | -16% | -2% | -16% | i | 3% | ? | 0%[2.29 µM] | 11% | -2%
Cc1[nH]n2c(=O)cc(C(C)(C)C)nc2c1-c1ccccc1 | 2% | ? | -2% | 1% | -3% | i | ? | i | 2% | ? | 9%
COc1cc(CN2CCN(S(=O)(=O)c3ccc(NC(C)=O)cc3)CC2)cc(OC)c1O | 1% | i | 16% | -1% | 2% | i | 8% | i | 3% | -16% | -2%
Cc1nn2c3ccccc3nc2n(Cc2ccccc2)c1=O | 1% | i | -14% | -1% | 7% | i | 7% | ? | 2% | -3% | 2%
CCC(C)(C)NC(=O)C(c1cccn1C)N(C(=O)Cn1nnc2ccccc21)c1ccc(OC)cc1 (configuration not stated) | 1% | ? | 7% | -1% | 12% | i | 16% | i | 1% | -5% | -5%

Reformatted with values under each structure: entries from further up
The line under a structure holds: Caspase-1 inhib | Texas Red fluor | ERK AVP inh | Caspase-7 inhib | USP2a inhib | Rhodamine autofl | HEK293 cAMP ctrl | Fluorescein autfl | FLuc inh | HADH2 inh | Tau fil binding
Cc1nc2ccccn2c1C(=O)NC1CCCCC1
→ 1% | nt | -7% | 1% | -3% | nt | 9% | nt | -7% | -6% | 6%
FC(F)(F)c1ccccc1-c1cc(NCCN2CCOCC2)ncn1
→ 0% | i | -16% | -2% | -16% | i | 3% | ? | 0%[2.29 µM] | 11% | -2%

Returning to the listing; the 3 compounds before the break are reprinted first.
molecule | Caspase-1 inhib | Texas Red fluor | ERK AVP inh | Caspase-7 inhib | USP2a inhib | Rhodamine autofl | HEK293 cAMP ctrl | Fluorescein autfl | FLuc inh | HADH2 inh | Tau fil binding
COc1cc(CN2CCN(S(=O)(=O)c3ccc(NC(C)=O)cc3)CC2)cc(OC)c1O | 1% | i | 16% | -1% | 2% | i | 8% | i | 3% | -16% | -2%
Cc1nn2c3ccccc3nc2n(Cc2ccccc2)c1=O | 1% | i | -14% | -1% | 7% | i | 7% | ? | 2% | -3% | 2%
CCC(C)(C)NC(=O)C(c1cccn1C)N(C(=O)Cn1nnc2ccccc21)c1ccc(OC)cc1 (configuration not stated) | 1% | ? | 7% | -1% | 12% | i | 16% | i | 1% | -5% | -5%
Cc1cc(F)ccc1NCc1ccncc1 | 1% | nt | -17% | 0% | 2% | nt | -1% | nt | 3% | -2% | -13%
O=C1[C@@H]2[C@H]3[C@H](O)[C@H](O)C/C(=N/OC[C@@H](O)COCc4ccco4)[C@@H]3CC[C@H]2C(=O)N1c1ccc(F)cc1F | -2%[11.5 µM] | nt | -17%[11.5 µM] | 2%[11.5 µM] | nt | nt | -2%[11.4 µM] | nt | -5%[11.4 µM] | 14%[11.4 µM] | nt
Cc1ccc(F)cc1NC(=O)c1cccc(N(C)C)c1 | 0% | i | -9% | 0% | -7% | i | 20% | i | -6% | 4% | -3%
COc1ccc(C(=O)N(Cc2ccc(N(C)C)cc2)C2CCS(=O)(=O)C2)cc1 (configuration not stated) | 1% | ? | -12% | 2% | 0% | i | 10% | i | 2% | -5% | -21%
O=C(Nc1cccc(F)c1)Nc1ccccn1 | 1% | nt | 1% | 5% | -1% | nt | -1% | nt | -11% | -8% | 12%
Cc1nn(C)c(C)c1Sc1ccc(Br)cc1 | -3% | i | 24% | 1% | 3% | i | ? | ? | -1% | -2% | -9%
CCCn1c(SCC(=O)O)nc2ccccc21 | -2% | i | 4% | 0% | -11% | i | 7% | ? | 2% | -7% | -6%
CCOC(=O)N1CCN(Cc2ccccn2)CC1 | 1% | i | -10% | 2% | -8% | i | -11% | i | 4% | 4% | 8%
CCCC(c1nnnn1Cc1ccccc1)N1CCN(c2ccccc2OC)CC1 (configuration not stated) | -4% | i | -10% | -1% | -25% | i | 10µM* | i | 2% | -5% | 6%
CCCCn1c(SCC(=O)Nc2cc(C)on2)nnc1-c1cccnc1 | 2% | i | -20% | 0% | 7% | i | 6% | ? | 3% | 9% | 4%
COC(=O)[C@@]1(Cc2ccccc2)[C@H]2c3cc(C(=O)N(C)C)n(Cc4c(CO)[nH]cc(C)c4=O)c3C[C@H]2CN1C(=O)c1ccccc1 | 0% | nt | 13% | 0% | nt | nt | 20% | nt | nt | 0% | 7%
COC(=O)C1=C(C)N=c2s/c(=C3\C(=O)Nc4ccccc43)c(=O)n2C1c1ccccc1 (configuration not stated) | 3% | nt | nt | -11% | nt | nt | -11% | nt | -7% | 42%[activator] | -2%
Cc1occc1C(=O)NC1CCCc2ccccc21 (configuration not stated) | 0% | i | -11% | -2% | -5% | i | 2% | ? | 2% | 25µM* | -1%
COc1cc2c(=O)n(CC3CCCO3)c(=O)n(CC(=O)Nc3ccc(F)cc3F)c2cc1OC (configuration not stated) | 0% | nt | -23% | 1% | nt | nt | 2%[11.4 µM] | nt | 1% | 5% | 18%
